Source: PubChem (The Scripps Research Institute Molecular Screening Center)
S1P3 antagonist: blocks the human S1P3 receptor; AID 485; inhibition, % at 4.98 µM; 170,000 tested, 0.27% active; Q99500; CHO S1P3 NFAT-BLA reporter, FRET fluorescence, antagonist mode;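 active = inhibition above the plate cutoff, the mean inhibition of test wells on that plate plus 3 SD, cut at about 28% in these data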;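 also: cells challenged with S1P at its EC80 of 0.8 µM; blue over green emission ratio from cleaved BLA substrate after 4 h stimulation; 0% = S1P-stimulated wells and 100% = unstimulated DMSO-only wells; some compounds past the cut are filed as inactive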
Target sequence (Q99500 whole entry, looked up): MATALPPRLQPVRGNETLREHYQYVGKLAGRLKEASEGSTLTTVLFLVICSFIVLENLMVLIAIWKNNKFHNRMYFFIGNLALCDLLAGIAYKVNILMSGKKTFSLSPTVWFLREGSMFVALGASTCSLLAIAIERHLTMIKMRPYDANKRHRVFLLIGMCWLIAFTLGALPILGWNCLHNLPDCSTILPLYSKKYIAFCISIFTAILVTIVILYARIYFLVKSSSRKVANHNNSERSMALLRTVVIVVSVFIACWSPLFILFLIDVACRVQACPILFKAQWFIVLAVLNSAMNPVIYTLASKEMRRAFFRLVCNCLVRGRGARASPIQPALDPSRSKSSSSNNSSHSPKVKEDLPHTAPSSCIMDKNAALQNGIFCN
* hit, by the source's call.

S1P3 antagonist	molecule
5	COc1ccccc1OCCNC(=O)c1cc(=O)[nH]c2ccccc12
6	CC(C)(C)c1ccc(SCCc2ccccn2)cc1
-9	Cc1noc(C)c1C(=O)Nc1nnc(CC(C)C)s1
19	COc1ccc2c(CC(=O)Nc3ccccc3N3CCOCC3)coc2c1
-14	Cn1c(=O)c(=O)n(C)c2cc(S(=O)(=O)N3CCCC3C(=O)NCc3ccco3)ccc21 (stereo not drawn)
6	COc1ccc(O)c(C(=O)C2c3ccccc3C(=O)N2c2ccc(C)cc2)c1 (stereo not drawn)
4	Cc1ccc(S(=O)(=O)Nc2cc(=O)[nH]c3c2CCC3)cc1
8	O=C(c1ccccc1)N1CCCN(c2nccc(C(F)(F)F)n2)CC1
2	O=C(O)c1ccccc1C(=O)Nc1ccc(Br)c(C(F)(F)F)c1
4	O=C(Nc1ccc([N+](=O)[O-])cc1)c1cc2ccccc2nc1Cl

Following part.
S1P3 antagonist	molecule
19	COc1cccc(C(=O)C2CCCN(Cc3cccc(-n4cccn4)c3)C2)c1 (stereo not drawn)
4	COc1cc(-c2noc(CCCC(=O)Nc3ccc(C(N)=O)cc3)n2)cc(OC)c1OC
-4	CC(C)(C)NC(=O)c1ccc2c(c1)CCO2
-8	O=C(COC(=O)c1ccc[nH]c1=O)NC1CCCCC1
-1	CCC(C)[C@H](NC(=O)NCc1ccc(OC)c(OC)c1)C(=O)O (stereo partly drawn)
-12	CSC1=NCCCN1C(=O)c1c(-c2ccccc2Cl)noc1C
-11	O=C(c1ccc(Cl)cc1)N1CCN(c2cccc3[nH]ccc23)CC1
5	CC(=O)Nc1ccc(O)cc1[N+](=O)[O-]
-10	COc1cc(C2C(C#N)=C(N)OC3=C2C(=O)CC(C)(C)C3)ccc1OCCN1CCOCC1 (stereo not drawn)
-4	COc1ccccc1C(=O)N/C(=N/c1nc(C)cc(C)n1)Nc1ccccc1

3 entries from above, tab-delimited.
SMILES	S1P3 antagonist
O=C(c1ccc(Cl)cc1)N1CCN(c2cccc3[nH]ccc23)CC1	-11
COc1cc(C2C(C#N)=C(N)OC3=C2C(=O)CC(C)(C)C3)ccc1OCCN1CCOCC1 (stereo not drawn)	-10
COc1ccccc1C(=O)N/C(=N/c1nc(C)cc(C)n1)Nc1ccccc1	-4

(listing goes on)
S1P3 antagonist	molecule
-1	CC(=O)Nc1nc(CC(C)C)cc(-c2ccccc2)c1C#N
-15	CN1c2ccsc2C(=O)/C(=C\Nc2cccc(C(F)(F)F)c2)S1(=O)=O
5	CCn1cc(C(=O)NC2CCCC2)c(=O)c2cc(S(=O)(=O)N3CCOCC3)ccc21
11	COC(=O)c1ccc(C(=O)OC)c(NC(=O)CSCC(=O)O)c1
-3	Nc1cccc(Oc2c(F)c(F)c(Oc3cccc(N)c3)c(F)c2F)c1
-9	CSc1nc2cc(C)nn2c(-c2ccccc2)c1C#N
2	Cc1ccccc1OCC(=O)Nc1nnc(C2CCCCC2)s1
-3	COc1ccc(NC(=O)c2ccc(NC(=O)CN(C)CC(=O)Nc3c(C)cccc3C)cc2)cc1
-5	COC(=O)c1[nH]c2cc(OC)c(OC)cc2c1NC(=O)CN1CCN(Cc2ccccc2)CC1
1	CN(C)CC#Cc1cncc(C(=O)NNC(=O)Nc2ccc(Cl)cc2)c1

Pulled by structure from the list above (3):
S1P3 antagonist	molecule
-9	CSc1nc2cc(C)nn2c(-c2ccccc2)c1C#N
19	COc1cccc(C(=O)C2CCCN(Cc3cccc(-n4cccn4)c3)C2)c1 (stereo not drawn)
5	COc1ccccc1OCCNC(=O)c1cc(=O)[nH]c2ccccc12

The list continues.
S1P3 antagonist	molecule
-9	O/N=C/c1cc(Br)cs1
-5	COc1ccc(CNC(=O)c2cc3c(=O)n4ccccc4nc3n(CC3CCCO3)c2=N)cc1 (stereo not drawn)
-16	CN(C)c1ccc(/C=N/NC(=O)CCCCCNC(=O)c2ccccc2)cc1
2	COc1ccc(-n2ncc3c(N4CCC(C)CC4)ncnc32)cc1
-3	Cc1cccc(NC(=O)C2COc3ccccc3O2)n1 (stereo not drawn)
-15	Cc1ccc2cc(CN(CC3CCCO3)C(=O)c3ccco3)c(=O)[nH]c2c1C (stereo not drawn)
4	Cc1cc(C)n(-c2nc(NCCCN(C)C)c3c4c(sc3n2)COC(C)(C)C4)n1
-5	O=C(OCc1ccccn1)c1ccc(COc2ccc3ccccc3c2)o1
7	CCN(CC)c1ccc(/C=N/Nc2nc(C)cc(C)n2)cc1
-4	CCCC(=O)C1=C(O)C(C(=O)OC)C(C)(C)CC1=NCCCCCC(=O)O (stereo not drawn)

Next section
S1P3 antagonist	molecule
4	CCOC(=O)c1c(-c2ccc(Cl)cc2)csc1NC(=O)CNCc1ccco1
2	O=C(NNc1c(Cl)cncc1Cl)c1cccs1
-6	Cn1c(=O)c2c(SCc3ccccc3)nc(C3CC3)nc2n(C)c1=O
17	COc1ccc(/C=N/NC(=S)Nc2ccccc2)cc1COc1cccc(C)c1C
-11	COCCN1C(=O)C(=O)/C(=C(/O)c2ccc(S(=O)(=O)N3CCOCC3)cc2)C1c1ccc(O)cc1 (stereo not drawn)
0	CNC(=O)Cn1c(C)cc(=O)c2cccc(C)c21
14	C/C(=N\Nc1ccc(C#N)cc1[N+](=O)[O-])c1ccc(O)cc1
0	Cc1cc(C)nc(-n2nc(C)c3c(C(=O)O)cc(-c4cccc(Br)c4)nc32)n1
-8	COc1ccc(C2C3=C(CCCC3=O)Nc3n[nH]c(C)c32)cc1OC (stereo not drawn)
1	O=C(CC1C(=O)NCCN1Cc1c(F)cccc1Cl)NCCCn1cccn1 (stereo not drawn)

Individual results from the entries so far:
Cn1c(=O)c2c(SCc3ccccc3)nc(C3CC3)nc2n(C)c1=O in S1P3 antagonist = -6
Cc1cc(C)nc(-n2nc(C)c3c(C(=O)O)cc(-c4cccc(Br)c4)nc32)n1 in S1P3 antagonist = 0
COc1ccc(/C=N/NC(=S)Nc2ccccc2)cc1COc1cccc(C)c1C in S1P3 antagonist = 17
COc1ccc(C2C3=C(CCCC3=O)Nc3n[nH]c(C)c32)cc1OC (stereo not drawn) in S1P3 antagonist = -8

The listing continues:
S1P3 antagonist	molecule
2	Cc1ccc2[nH]c(=O)c3cc(C(=O)N(C)c4ccc(C)c(C)c4)sc3c2c1
-29	Cc1cc(NC(=O)CSc2ncnc3sc4c(c23)CCC(C)C4)no1 (stereo not drawn)
-22	COc1cc([N+](=O)[O-])cc(/C=N/NC(=O)c2cc(-c3ccccc3)nc3ccccc23)c1O
-15	Cc1c(C)[n+](=O)c2c(n1[O-])C(Br)CCC2Br (stereo not drawn)
-18	CN(C)Cc1c(O)ccc2ccccc12
11	CSC1=NCCN1C(=O)c1c(-c2c(F)cccc2Cl)noc1C
-28	CCc1nc(NCCO)c(C#N)c2c1CSC(C)(C)C2
-11	Cc1ccc(S(=O)(=O)N2CCN(C(=O)Cn3nc(C(=O)O)c4ccccc4c3=O)CC2)cc1
4	Cc1cc(=O)oc2cc(NS(=O)(=O)c3ccccc3)ccc12
2	CC1(C)CC(=O)C(CC2C(=O)CC(C)(C)CC2=O)C(=O)C1

(more compounds)
S1P3 antagonist	molecule
-16	O=C(Nc1ccc(C2=NCCN2)cc1)c1ccc(Cl)c(C(=O)Nc2ccc(C3=NCCN3)cc2)c1
4	NS(=O)(=O)c1ccc(CCNC(=O)C2CCN(S(=O)(=O)c3c(Cl)cccc3Cl)CC2)cc1
2	COc1ccc2nc(/C=N/NC(=O)CCCCCNC(=O)OC(C)(C)C)ccc2c1
-26	CSc1ccc(NC(=O)Nc2ccc(C(=O)NCC(=O)O)cc2)cc1
-8	CC1=Nc2ccccc2N=C(NC(=O)CSC(=S)N2CCN(C)CC2)C1c1ccccc1 (stereo not drawn)
-12	NS(=O)(=O)c1ccc(CCNC(=O)CC(NC(=O)c2ccccc2Cl)c2ccccc2)cc1 (stereo not drawn)
-6	COc1ccc(C2CC(=O)C=C(NCc3ccccc3)C2)cc1 (stereo not drawn)
-7	O=C(Cc1n[nH]c(=O)[nH]c1=O)N/N=C/c1cccc(Cl)c1
-2	Brc1ccc(-c2c[n+]3c(n2-c2ccccc2)SCC3)cc1
-1	COc1ccc(C2c3c(ncn(CCCO)c3=N)Oc3ccc4ccccc4c32)cc1 (stereo not drawn)

The results go on:
S1P3 antagonist	molecule
-5	CCOC(=O)c1c[nH]n2c(=O)cc(C)nc12
4	COc1ccc(NC(=O)CSc2nc3ccc(OC)cc3[nH]2)cc1
0	COc1ccc(/C=C(/NC(=O)c2ccco2)C(=O)N2CCc3ccccc32)cc1OC
-31	COc1ccccc1C(=O)C1CCCN(C(=O)CCn2cnnn2)C1 (stereo not drawn)
-7	N#Cc1c(-c2ccccc2)c(-c2ccccc2)nn(CC(=O)NNC(=O)Nc2ccc(Cl)cc2)c1=O
4	NNC(=O)c1ccc(Cn2cc(Cl)cn2)o1
13	Cc1ncc(CN=Cc2ccc(Cl)cc2)c(N)n1
0	FC(F)C(F)(F)c1cc(-c2ccccc2)n[nH]1
-1	COc1ccc(Nc2oc(-c3ccc(F)cc3)nc2C#N)cc1
9	COC(=O)c1ccccc1N=Nc1c(C)n[nH]c1C

Continuation.
S1P3 antagonist	molecule
4	COC(=O)c1cc2c(s1)-c1cc(F)ccc1OC2
-4	CCOC(=O)c1sc(NC(=O)CNCc2ccccn2)c(C(=O)OCC)c1C
-9	COc1cccc(Oc2ccc(OC)cc2C(=O)O)c1
-11	COc1ccc(C2=NC(=O)NC2c2ccc(OC)cc2)cc1 (stereo not drawn)
-2	Cc1occc1C(=O)N/N=C/c1ccc2c(c1)OCO2
9	O=C(CSc1n[nH]c(=O)[nH]c1=O)Nc1ccc2c(c1)C(=O)c1ccccc1C2=O
4	COCc1cc(=O)[nH]c(-c2ccc(C(F)(F)F)cc2)n1
1	Cc1cc(C)n(CCc2nc3c4ccccc4nc(SCc4ccc(C#N)cc4)n3n2)n1
-2	COCCCN=Cc1c(-c2ccccc2)[nH]n(-c2nc3ccccc3s2)c1=O
9	CC(C)(C)c1ccc(NC(=O)N2CCN(c3ccc([N+](=O)[O-])cn3)CC2)cc1

(cont.)
S1P3 antagonist	molecule
-1	Cc1cnc2cc(Cl)ccc2c1SCC(=O)O
2	C/C(O)=C(\C#N)P(=O)(c1ccccc1)c1ccccc1
28	COC(=O)c1ccc2c(c1)N(Cc1nc(-c3ccc(Cl)cc3)oc1C)C(=O)C1CCCN21 (stereo not drawn)
3	Cc1ccc2c(c1)N=C(c1ccccc1)CC(C(Cl)Cl)=N2
4	O=C(c1n[nH]c(=O)c2ccccc12)N1CCN(Cc2ccc3c(c2)OCO3)CC1
-3	C/C(CC(=O)Nc1ccc(Cl)cc1Cl)=N\NC(=O)c1cnccn1
-11	CSc1nc(-c2cccs2)c(C#N)c(=O)[nH]1
-1	COc1ccc(NC(=O)Cn2nnc3sc4c(c3c2=O)CC(C)(C)OC4)cc1
-5	COc1ccc(/C=C/c2nnc(NC(=O)c3ccco3)s2)cc1
11	O=C1/C(=C\c2ccc(O)cc2)SC(=S)N1/N=C/c1ccc(O)cc1

The listing continues.
S1P3 antagonist	molecule
-11	Cc1ccccc1-n1c([C@@H]2C[C@H]2c2ccccc2)n[nH]c1=S
-9	N#Cc1ncc(Cl)c2ccccc12
-5	O=C(c1ccc(C(F)(F)F)cc1)n1ccc(-c2cccs2)n1
-11	Cc1nc2c(-c3ccc(F)cc3)c(C)nn2c(C)c1CCC(=O)Nc1ccccc1F
-9	CCOC(=O)c1c(C)nc(C)c(C(=O)OCC)c1-c1ccco1
2	O=C(N=Nc1c(O)[nH]c2ccc(F)cc12)C1COc2ccccc2O1 (stereo not drawn)
-9	COc1cccc(NC(C)(C)c2nnnn2-c2c(C)cccc2C)c1
-3	O=C(O)c1cc(-c2ccc(/C=C3\NC(=O)N(c4ccccc4)C3=O)o2)ccc1Cl
2	CCOC(=O)c1c(C)[nH]c(C(=O)N2CCCC(C(=O)c3ccccc3OC)C2)c1C (stereo not drawn)
-18	O=C(C1CCN(S(=O)(=O)c2cccc3cccnc23)CC1)N1CCN(Cc2ccccc2)CC1

Next section:
S1P3 antagonist	molecule
7	COc1nc(/C=C/N(C)C)c([N+](=O)[O-])c(OC)n1
0	CCC(=O)c1ccc(NC(C)=O)cc1O
-1	C#CCSc1nnnn1-c1ccc(OCC)cc1
-10	Cn1c(=O)c2c(ncn2CC(=O)Nc2nccs2)n(C)c1=O
-43	CC(C)Oc1ccc(/C(O)=C2/C(=O)C(=O)N(CCCN3CCOCC3)C2c2ccncc2)cc1 (stereo not drawn)
11	Cc1cccc(/N=C/c2c(C)[nH]n(-c3ccccc3)c2=O)n1
-6	Cc1ccccc1-n1nc(C)c2cc(C(=O)N3CCN(S(=O)(=O)c4ccccc4)CC3)sc21
-16	CC1(C)Cc2nc3oc4c(=O)n(CC(=O)Nc5cccc(Cl)c5)cnc4c3cc2CO1
5	CCCn1c(SCC(=O)NC2CCCC2)nnc1-c1ccccn1
-10	CCn1cc(C(=O)O)c(=O)c2cc(F)c(N3CCN(C(=S)Nc4ccccc4OC)CC3)cc21

An excerpt from above in order of the S1P3 antagonist value, highest first.
molecule,S1P3 antagonist
CCCn1c(SCC(=O)NC2CCCC2)nnc1-c1ccccn1,5
C#CCSc1nnnn1-c1ccc(OCC)cc1,-1
Cc1ccccc1-n1nc(C)c2cc(C(=O)N3CCN(S(=O)(=O)c4ccccc4)CC3)sc21,-6
Cn1c(=O)c2c(ncn2CC(=O)Nc2nccs2)n(C)c1=O,-10
CC(C)Oc1ccc(/C(O)=C2/C(=O)C(=O)N(CCCN3CCOCC3)C2c2ccncc2)cc1 (stereo not drawn),-43

Going on with the list.
S1P3 antagonist	molecule
-1	CCOc1ccc(NN=C(C(=O)OC)C(=O)OC)c([N+](=O)[O-])c1
-12	COc1ccc(C)cc1-n1c(SCC(=O)Nc2cccc(C(=O)O)c2)nc2ccccc2c1=O
4	Cc1ccc(S(=O)(=O)N2CCCCC2)cc1NC(=O)c1ccccn1
3	CCn1c2ccccc2c2cc(CC(N)=O)ccc21
-12	CC(/C=N/n1c(-c2cccnc2)n[nH]c1=S)=C\c1ccco1
-4	O=C(Nc1nnc(-c2ccc(Cl)cc2)o1)Nc1ccccc1F
-21	O=C(CNC(=O)c1ccc(-c2ccccc2)cc1)Nc1ccc(S(=O)(=O)Nc2ncccn2)cc1

These rows are one share of the data; rates above refer to the full screens.
